XiGFP reactiv: X-chromosome reactivation activator. XiGFP mouse fibroblasts, % GFP-positive cells imaging, 3 d; cells co-treated with 5-aza-dC sensitizer; scaled so ellipticine positive control = 100%. activation, % at 7.58 µM. hit rate 0.055% among 360,000. AID 743238;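 active = mean normalized replicate activation at least 10% and every replicate at or above 10%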;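 note: 0% = median of on-plate neutral control wells and 100% = ellipticine 6 µM median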
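Material: SV40-immortalized XiGFP fibroblast cells, line 68-5-11 | Buffer or medium: DMEM containing 5-aza-dC | Dosing: One concentration, pinned | Times: 3 d treatment, 15 min room-temperature fixation | Controls: Ellipticine 6 µM positive control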
ERp5 block: blocks human ERp5 reductase activity on insulin. hit rate 0.05% among 350,000. inhibition, % at 9.99 µM. AID 651711. ERp5 insulin aggregation, absorbance 650 nm, 90 min;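 active = mean replicate inhibition above about 25%, with every replicate also reaching it, limit read from the data, passing the limit was not always enough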
RAD52 inh: blocks human RAD52 DNA annealing. hit rate 0.46% among 360,000. recombinant RAD52 DNA annealing, FRET fluorescence. inhibition, % at 18.7 µM. P43351;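 active = every replicate showing at least 50% inhibition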
S100A4 MyoIIA: S100A4-myosin IIA interaction inhibition | inhibition, % at 10.7 µM | hit rate 0.14% among 360,000 | S100A4/TAMRA-MyoIIA peptide fluorescence polarization | P26447 | AID 652163;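 active = mean inhibition of at least 70% across replicates, with every replicate also reaching that level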
Target sequence (P26447 whole entry, looked up): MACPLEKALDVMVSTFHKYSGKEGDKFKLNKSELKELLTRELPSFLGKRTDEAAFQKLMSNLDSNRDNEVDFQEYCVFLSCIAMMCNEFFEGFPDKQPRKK
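System – human S100A4 monomer protein, biochemical binding assay · Buffer or medium – Calcium-containing HEPES buffer, pH 7.2 · Timing – 5 min between mix addition and reading · Also added – TAMRA-labelled myosin IIA heavy-chain peptide probe, 5 nM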
esBAF inh: blocks esBAF chromatin remodeling in mouse ES cells. hit rate 2% among 350,000. AID 602393. reporter increase, % at 12.5 µM. Bmi1-luciferase knock-in reporter, 24 h; 100% = twice the neutral-well signal; in the data active = activation above about 40%;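 note: 0% = median of the plate's neutral control wells and 100% = double that signal; a rise in the Bmi1 reporter signal indicates esBAF inhibition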
RAD54 branch: blocks human RAD54 Holliday junction branch migration. Q92698. FAM/BHQ fluorescence. inhibition, % at 10.4 µM. hit rate 0.14% among 360,000. AID 602329;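 active = mean normalized replicate activity at least 40 and at least half of replicates scoring 40 or more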;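 note: 0% = median of neutral control wells and 100% = median of positive control wells; inhibitors cause a drop in the FAM fluorescence signal; in these data hits start at about 50%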
E-selectin induc: induces E-selectin expression in human endothelial cells; HUVEC E-selectin immunofluorescence imaging; normalized: neutral wells 0, TNF-alpha wells 100; hit rate 0.37% among 260,000; P16581; activation, % at 7.58 µM; AID 686992;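 active = mean E-selectin-positive cell signal at least 10% of the positive control, reached in at least 60% of replicates, without over 20% cell loss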;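 note: in these data hits start at about 27%; measured in HUVEC primary endothelial cells; signal is the percent of cells scored E-selectin positive by PE staining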
Target sequence (P16581 whole entry, looked up): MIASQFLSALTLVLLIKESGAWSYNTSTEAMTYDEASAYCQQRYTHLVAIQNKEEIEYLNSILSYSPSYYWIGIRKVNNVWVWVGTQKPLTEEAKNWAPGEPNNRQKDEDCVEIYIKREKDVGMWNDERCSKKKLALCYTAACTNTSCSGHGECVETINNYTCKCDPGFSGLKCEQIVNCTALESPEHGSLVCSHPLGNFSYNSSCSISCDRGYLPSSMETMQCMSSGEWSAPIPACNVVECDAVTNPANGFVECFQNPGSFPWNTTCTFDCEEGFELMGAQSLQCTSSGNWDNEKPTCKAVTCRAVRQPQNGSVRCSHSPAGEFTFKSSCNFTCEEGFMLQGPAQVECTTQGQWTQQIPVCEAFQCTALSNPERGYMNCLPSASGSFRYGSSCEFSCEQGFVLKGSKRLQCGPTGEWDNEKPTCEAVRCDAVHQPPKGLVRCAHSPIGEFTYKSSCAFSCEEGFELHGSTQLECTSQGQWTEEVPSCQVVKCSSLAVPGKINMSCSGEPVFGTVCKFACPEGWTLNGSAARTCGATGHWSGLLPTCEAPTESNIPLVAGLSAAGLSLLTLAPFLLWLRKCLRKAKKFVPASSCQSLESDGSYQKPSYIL
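Test system: HUVEC | Signal: Immunofluorescence imaging | Read-out: Percent E-selectin-positive cells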
ERAP1 inh: blocks human ERAP1 aminopeptidase activity | recombinant ERAP1, Leu-AMC fluorescence, 60 min | inhibition, % at 10.7 µM | hit rate 0.15% among 340,000;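 active = mean replicate inhibition of at least 30%, or all replicates individually reaching that 30% level; inactive = mean below 30% and not every replicate reaching it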;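 note: 0% = neutral control wells and 100% = L-leucinethiol positive control wells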
Numbers without * were called inactive; / = no result given. Compounds as they come, and some 2.5% of all compounds hit somewhere here.

SMILES | XiGFP reactiv | ERp5 block | RAD52 inh | S100A4 MyoIIA | esBAF inh | RAD54 branch | E-selectin induc | ERAP1 inh
COc1ccc(/C=C2\SC(=O)N=C2N)cc1 | 0.0 | 7 | -30 | 0 | / | / | / | 0
O=C(Nc1ccc(F)cc1)c1ccc(Br)c(S(=O)(=O)N2CCOCC2)c1 | 0.0 | 0 | -9 | -1 | 4 | -2 | 0.7 | 0
Cc1noc(C)c1NC(=O)Nc1ccc2c(c1)CC(=O)N([C@@H](C)CO)C[C@@H](C)[C@H](CN(C)C(=O)Nc1cccc3ccccc13)O2 | 0.0 | / | / | -4 | 3 | -2 | 0.2 | /
CC(=C\C(=O)O)/C(=C\c1cccc2ccccc12)C(=O)O | 0.0 | 9 | 2 | -1 | 4 | 4 | -0.1 | -3
COc1ccc(Nc2ccccc2C(=O)O)cc1 | 0.0 | 6 | -8 | -1 | / | / | / | -4
O=C1COc2ccc(C(=O)COC(=O)c3c(F)cccc3Cl)cc2N1 | 0.3 | -6 | -5 | 1 | 6 | 3 | -0.3 | -2
Cc1noc(C)c1NC(=O)N(C)C[C@H]1OCCCC[C@H](C)Oc2ccc(NC(=O)C3CCCCC3)cc2C(=O)N([C@@H](C)CO)C[C@@H]1C | 0.3 | 6 | -4 | 5 | 1 | -4 | -0.2 | 3
Cc1cccc(C(=O)N2CCC(=O)N([C@H](COCc3cccc(C(F)(F)F)c3)Cc3ccccc3)CC2)c1 | 0.1 | -3 | -8 | 7 | / | / | 3.3 | /
CCOc1ccccc1C(=O)N/N=C/c1ccoc1 | 0.0 | 6 | -20 | -10 | -8 | 5 | -0.1 | -3
Cc1ccc(N(C(=O)c2cccs2)C2C=CS(=O)(=O)C2)cc1 (stereo unspecified) | -0.1 | 1 | -13 | 2 | 2 | -15 | / | /
Cc1ccc(C)c(S(=O)(=O)NCCN2CCOCC2)c1 | 0.0 | 1 | -1 | 4 | 12 | -9 | 0.7 | -3
COc1ccc(C(C)=O)cc1CSCC(=O)O | 0.0 | 5 | -9 | -7 | / | / | -0.5 | /
COC(=O)c1ccc2nc(-c3ccc(Cl)cc3)c(Cc3ccccc3OC)n2c1 | 0.1 | -2 | -85 | -2 | -5 | -18 | -1.1 | /
O=C(C[C@@H]1CC[C@@H](NS(=O)(=O)c2ccccc2)[C@H](CO)O1)NCc1ccc(Cl)c(Cl)c1 | 0.0 | -1 | 8 | 5 | -6 | 0 | -0.7 | -1
COc1cc(/C=C/C(=O)Nc2ccc3nc4n(c(=O)c3c2)CCCC4)cc(OC)c1OC | -0.1 | 5 | -21 | -2 | / | / | -0.7 | 0
CCN1C(=O)c2cccc3c(NS(=O)(=O)c4ccc(NC(C)=O)cc4)ccc1c23 | / | -2 | -4 | 2 | 8 | -3 | / | 8
CCCOC1CCCN(Cc2cn(C)nc2-c2ccccc2F)C1 (stereo unspecified) | 0.1 | 7 | -13 | -2 | 2 | 5 | / | -4
CCOc1ccc(C(=O)NCC(=O)Nc2ccncc2)cc1OCC | -1.0 | 4 | -9 | 5 | -4 | 7 | 0.1 | 1
COc1ccc2c3c(n(C)c2c1)[C@@H](CO)N(C(=O)C1CCOCC1)CC31CN(C(=O)C2CCOCC2)C1 | 0.0 | 2 | 10 | -1 | / | / | -0.1 | 3
CCN(CC)C(=O)Cn1c(=O)c2ccccc2n2c(=S)sc(-c3cccc(C)c3)c12 | 0.2 | 3 | -262 | -6 | / | 10 | 0.3 | 13
O=C(COC(=O)c1ccc(CN2CCCC2=O)cc1)Nc1ccc(F)cc1 | 0.2 | 2 | -5 | -1 | 2 | -10 | 13 | 1
CCOC(=O)c1ccc(-n2c(CCC(=O)O)ccc2-c2ccccc2)cc1 | 0.1 | -1 | -23 | -12 | 1 | 1 | 0.1 | 2
COCCNc1nc(-c2cc(C)c(C)cc2C)cs1 | 0.1 | 0 | -5 | -2 | / | / | 0.6 | 0
Cc1ccc(C)c(NC(=S)N2CCN(S(=O)(=O)c3ccccc3)CC2)c1 | 0.0 | 0 | -5 | -10 | 6 | 7 | 1.3 | -3
CCN(c1ccccc1)S(=O)(=O)c1ccc(N2CCN(c3ccc(O)cc3)CC2)nc1 | 0.0 | 1 | -1 | -1 | / | / | -1.0 | 2
O=C(Nc1ccccc1)N1CC(=O)N2[C@H](CO)[C@H](c3ccc(C#CC4CC4)cc3)[C@@H]2C1 | 0.0 | -1 | -5 | -2 | / | / | -0.1 | 1
COc1ccc(/C=C(\NC(=O)c2ccccc2)C(=O)N/N=C/c2cccnc2)cc1 | 0.3 | -4 | -10 | -6 | / | / | 1.6 | 7
CCCN1[C@@H]2c3ccc(C4=CCCCC4)c(=O)n3C[C@@H]2[C@@H](CO)[C@@H]1C(=O)NCCCN(C)C | 0.3 | 0 | 8 | 4 | 0 | 3 | -0.6 | 1
CCN(CC)Cc1cc2[nH]c3c4ccc(Cl)cc4ncc3c2cc1OC | 0.0 | 2 | 102* | -5 | -5 | 101* | 0.1 | 1
C[C@@H]1CN([C@H](C)CO)C(=O)c2cccc(NC(=O)Nc3ccc4c(c3)OCO4)c2O[C@H]1CN(C)Cc1ccc(Oc2ccccc2)cc1 | -0.1 | 32* | 1 | -6 | 8 | 2 | 3.8 | 0
CCOc1ccc(C(=O)Nc2sc3c(c2C(=O)OC)CC(C)(C)NC3(C)C)cc1 | 0.0 | 0 | -3 | -7 | -23 | -11 | -1.4 | 2
CN(C)CCCN(C(=O)c1ccc2c(c1)CCCC2)c1nc2cc3c(cc2s1)OCO3 | 0.2 | -3 | 71* | -9 | -4 | 39 | / | 3
Cc1cccc(S(=O)(=O)Nc2ccc(-c3ccc4nncn4n3)cc2)c1 | 0.3 | 0 | -13 | 4 | / | / | 0.2 | 5
CCC1COCCS(=O)(=O)N1Cc1ccccc1 (stereo unspecified) | 0.1 | 12 | -1 | 1 | 0 | 7 | 0.1 | 1
O=S(=O)(c1cccc(F)c1)N1CC[C@@H]2[C@H]1c1cc(Br)ccc1N[C@@H]2CO | 0.0 | -6 | -77 | 6 | 2 | -5 | -0.2 | -9
Cc1ncc([N+](=O)[O-])n1CC(=O)Nc1ccc(Cl)cc1 | 0.2 | 0 | -7 | -5 | -1 | 1 | -0.3 | 0

Shown with tabs: entries from further up.
Compound	XiGFP reactiv	ERp5 block	RAD52 inh	S100A4 MyoIIA	esBAF inh	RAD54 branch	E-selectin induc	ERAP1 inh
Cc1ccc(C)c(NC(=S)N2CCN(S(=O)(=O)c3ccccc3)CC2)c1	0.0	0	-5	-10	6	7	1.3	-3
CCN(c1ccccc1)S(=O)(=O)c1ccc(N2CCN(c3ccc(O)cc3)CC2)nc1	0.0	1	-1	-1	/	/	-1.0	2
O=C(Nc1ccccc1)N1CC(=O)N2[C@H](CO)[C@H](c3ccc(C#CC4CC4)cc3)[C@@H]2C1	0.0	-1	-5	-2	/	/	-0.1	1
COc1ccc(/C=C(\NC(=O)c2ccccc2)C(=O)N/N=C/c2cccnc2)cc1	0.3	-4	-10	-6	/	/	1.6	7
CCCN1[C@@H]2c3ccc(C4=CCCCC4)c(=O)n3C[C@@H]2[C@@H](CO)[C@@H]1C(=O)NCCCN(C)C	0.3	0	8	4	0	3	-0.6	1
CCN(CC)Cc1cc2[nH]c3c4ccc(Cl)cc4ncc3c2cc1OC	0.0	2	102*	-5	-5	101*	0.1	1
C[C@@H]1CN([C@H](C)CO)C(=O)c2cccc(NC(=O)Nc3ccc4c(c3)OCO4)c2O[C@H]1CN(C)Cc1ccc(Oc2ccccc2)cc1	-0.1	32*	1	-6	8	2	3.8	0
CCOc1ccc(C(=O)Nc2sc3c(c2C(=O)OC)CC(C)(C)NC3(C)C)cc1	0.0	0	-3	-7	-23	-11	-1.4	2
CN(C)CCCN(C(=O)c1ccc2c(c1)CCCC2)c1nc2cc3c(cc2s1)OCO3	0.2	-3	71*	-9	-4	39	/	3
Cc1cccc(S(=O)(=O)Nc2ccc(-c3ccc4nncn4n3)cc2)c1	0.3	0	-13	4	/	/	0.2	5
CCC1COCCS(=O)(=O)N1Cc1ccccc1 (stereo unspecified)	0.1	12	-1	1	0	7	0.1	1

(next part)
SMILES | XiGFP reactiv | ERp5 block | RAD52 inh | S100A4 MyoIIA | esBAF inh | RAD54 branch | E-selectin induc | ERAP1 inh
Cc1ccc(NC(=Nc2ccc(Br)cc2)N2CCOCC2)cc1C | 0.0 | -2 | 6 | -4 | 3 | 0 | -0.1 | -1
CCOC(=O)COc1cccc2c(=O)n(CC(=O)N3CCc4ccccc43)ccc12 | -0.1 | -7 | -4 | -1 | 1 | 1 | 0.3 | 2
COc1cccc(NC(=O)CN(C)C(=O)C2CC3C=CC2C3)c1 (stereo unspecified) | 0.0 | 0 | -13 | -2 | / | 4 | -0.1 | 2
C[C@H]1CN([C@@H](C)CO)C(=O)CCCn2cc(nn2)CO[C@H]1CN(C)C(=O)C1CCCCC1 | 0.0 | -4 | -7 | -7 | 1 | 1 | -0.1 | 0
CCN(CC)CCCNC(=O)CCn1nc(-c2ccccc2)ccc1=O | 0.0 | 0 | -13 | 33 | -2 | 5 | 0.0 | -1
CCc1ccccc1NC(=S)N1CCC(C(=O)c2ccc(F)cc2)CC1 | / | 1 | 2 | 3 | 3 | 1 | / | -5
O=C(NCc1ccccc1Cl)[C@@H]1[C@@H](CO)[C@@H]2Cn3c(cccc3=O)[C@@H]2N1C(=O)C1CCCC1 | 0.7 | -5 | -6 | -7 | 0 | -8 | 0.2 | 4
FC(F)(F)c1ccccc1Cc1c(-c2ccco2)nc2c3ccccc3ccn12 | 0.4 | 0 | -56 | -12 | / | / | -2.6 | /
O=C(NCc1ccccc1C(F)(F)F)C1CC(c2ccccc2C(F)(F)F)=NO1 (stereo unspecified) | 0.0 | / | / | / | -3 | 7 | 0.7 | /
O=C1Nc2ccccc2N(C(=O)c2ccc(-c3ccccc3)cc2)C1c1nc2ccccc2[nH]1 (stereo unspecified) | 0.2 | -7 | -30 | -2 | / | / | 3.2 | /
C(=NNc1nnn(Cc2ccccc2)n1)c1ccccc1 | 0.0 | 14 | 0 | -1 | / | 3 | 0.0 | -1
CC(CNCCCn1cnc2c(OCc3ccccc3)ncnc21)c1ccccc1 (stereo unspecified) | 0.0 | -2 | -17 | -3 | -6 | -9 | 8.0 | /
COc1cccc(NC(=S)NCCc2ccccn2)c1 | 0.0 | 1 | 7 | -4 | / | 1 | 0.1 | 1
CC[C@]1(C(=O)OC)[C@H]2C(=O)N(C)C(=O)[C@H]2[C@H]2CN=C(SCc3ccc(C(=O)OC)cc3)N21 | 0.1 | -2 | 0 | -1 | 6 | -14 | / | 0
CCC1(CC)C(=O)N(c2ccccc2)C(=N)N(c2ccccc2)C1=O | 0.0 | -1 | -6 | -4 | -12 | -15 | -0.2 | 0
COc1ccc(C2/C=C\CN(C(=O)C3CCCCC3)CC(=O)N2Cc2ccc(F)cc2)cc1 (stereo unspecified) | 0.0 | 11 | -2 | 2 | -2 | 4 | 0.1 | 9
Cc1cc(C)cc(NC(=O)Cn2nnc3ccccc3c2=O)c1 | 0.1 | -1 | -7 | 7 | / | / | 2.8 | -3
CCN(CC)S(=O)(=O)c1cc(C(=O)Nc2cccnc2Cl)ccc1Cl | -0.1 | 6 | -7 | 5 | / | / | / | -2
O=C(COC(=O)c1ccccc1SCC(=O)N1CCCC1)NC1CCS(=O)(=O)C1 (stereo unspecified) | 0.0 | -5 | -3 | 0 | 1 | -12 | -2.3 | 6

Assay outcomes: PubChem BioAssay, Broad Institute
